# PRMT1 inh = inhibitors of human PRMT1. Q99873. recombinant PRMT1, activity-based probe fluorescence polarization. inhibition, % at 2.79 µM. actives 1.3% (n = 370,000);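 active = inhibition above about 21% made by adding two undisclosed values, limit read from the data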
# GC-B act = GC-B (human) receptor activation | P20594 | HEK293-GC-B cells, CNP EC30, cGMP TR-FRET; 0% at EC30 CNP, 100% saturating CNP | activation, % at 10 µM | actives 0.11% (n = 370,000) | AID 1920062;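 active = activation at 10 µM reaching about 35% in either raw or pattern-adjusted values, limit read from the data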
# LEDGF integ inh = blocks HIV-1 LEDGF/p75-dependent DNA integration | inhibition, % at 3.7 µM | actives 0.64% (n = 370,000) | AID 743269 | TR-FRET IN-LEDGF/p75 DNA integration, Eu/Cy5;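 active = inhibition above the screen-wide mean plus 3 SD, cut at about 13% in these data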;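 also: signal is the Cy5 over europium emission ratio at 671 and 618 nm; 0% = plate median of compound wells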
# TDP2 absorb = blocks human TDP2 phosphodiesterase activity. recombinant TDP2, T5PNP hydrolysis, p-nitrophenol absorbance 415 nm. actives 0.34% (n = 370,000). inhibition, % at 12.8 µM. O95551;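 active = inhibition above the mean of all tested compounds plus 3 SD, set per campaign, cut at about 25% in these data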;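 also: 0% = DMSO with enzyme and 100% = buffer with substrate but no TDP2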
# Target sequence (O95551 whole entry, looked up): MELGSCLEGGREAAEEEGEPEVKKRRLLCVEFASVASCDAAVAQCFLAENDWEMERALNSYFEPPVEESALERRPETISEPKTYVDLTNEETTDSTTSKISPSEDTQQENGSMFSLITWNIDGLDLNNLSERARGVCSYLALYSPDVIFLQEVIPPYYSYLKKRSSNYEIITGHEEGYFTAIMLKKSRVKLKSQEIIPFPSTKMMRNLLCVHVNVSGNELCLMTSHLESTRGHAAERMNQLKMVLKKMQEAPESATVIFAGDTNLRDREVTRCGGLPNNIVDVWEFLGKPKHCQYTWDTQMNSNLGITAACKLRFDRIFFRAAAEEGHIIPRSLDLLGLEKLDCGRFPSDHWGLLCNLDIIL
#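 Incubation: 2 h at 37 °C; Test system: recombinant human TDP2; Quantity: enzyme 120 nM; Read-out basis: percent inhibition; Medium: 50 mM Tris-HCl pH 7.5 with Mg2+, KCl, DTT, BSA; Repeats: single replicate; Compound: 12.8 µM single point, 1% DMSO; Signal: epi absorbance; Reagent: 5 mM T5PNP chromogenic substrate; Benchmarks: no-enzyme high, DMSO-plus-enzyme low.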
# MBD2 inh = inhibitors of human MBD2 binding to methylated oligonucleotide. inhibition, % at 4.4 µM. actives 0.31% (n = 370,000). AID 686964. TR-FRET. Q9UBB5; in the data active = inhibition above about 13%
# TCR-CD3 inh = blocks the human TCR-CD3 interaction; actives 0.37% (n = 360,000); inhibition, % at 9.4 µM; TAMRA-labeled TCR probe fluorescence, biochemical; in the data active = inhibition above about 19%;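 also: recombinant mutant TCR 2C K166C tagged with TAMRA read by polarization; 0% = receptor in buffer alone and 100% = receptor with positive control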
# mABHD4 FP = ABHD4 (mouse) inhibition, primary FP screen; Q8VD66; inhibition, % at 8.92 µM; actives 0.54% (n = 370,000); purified mABHD4, FP-Rh probe fluorescence polarization;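 active = inhibition exceeding the mean over every tested compound plus 3 SD, cut at about 30% in these data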;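 also: 0% = plate median of compound wells and 100% = S159A mutant with DMSO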
#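 Doses – 8.92 µM, single dose · Material – wild-type mouse ABHD4 protein · Replication – single well per compound (singlicate) · Measure – percent inhibition of probe binding, normalized to plate controls · Schedule – 45 min compound pre-incubation plus 60 min probe step, 25 °C · Detection – fluorescence polarization with parallel and perpendicular emission, 525/598 nm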
# SIAE inh = inhibitors of human sialic acid acetylesterase SIAE. Q9HAT2. SIAE FP-Rh probe binding, fluorescence polarization. inhibition, % at 9.66 µM. actives 0.69% (n = 370,000). AID 1053197;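 active = inhibition above a cutoff: mean of compounds within the control limits plus 3 SD of those, cut at about 17% in these data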;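 also: 0% = plate median of compound wells and 100% = probe without SIAE protein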
# HTRA1 inh = HTRA1 (human) protease inhibition. actives 0.5% (n = 340,000). recombinant HTRA1, FP-rhodamine activity-based probe, fluorescence polarization. inhibition, % at 5.96 µM. Q92743; in the data active = inhibition above about 36%;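 also: 0% = enzyme with DMSO and 100% = wells lacking enzyme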
# Target sequence (Q92743 whole entry, looked up): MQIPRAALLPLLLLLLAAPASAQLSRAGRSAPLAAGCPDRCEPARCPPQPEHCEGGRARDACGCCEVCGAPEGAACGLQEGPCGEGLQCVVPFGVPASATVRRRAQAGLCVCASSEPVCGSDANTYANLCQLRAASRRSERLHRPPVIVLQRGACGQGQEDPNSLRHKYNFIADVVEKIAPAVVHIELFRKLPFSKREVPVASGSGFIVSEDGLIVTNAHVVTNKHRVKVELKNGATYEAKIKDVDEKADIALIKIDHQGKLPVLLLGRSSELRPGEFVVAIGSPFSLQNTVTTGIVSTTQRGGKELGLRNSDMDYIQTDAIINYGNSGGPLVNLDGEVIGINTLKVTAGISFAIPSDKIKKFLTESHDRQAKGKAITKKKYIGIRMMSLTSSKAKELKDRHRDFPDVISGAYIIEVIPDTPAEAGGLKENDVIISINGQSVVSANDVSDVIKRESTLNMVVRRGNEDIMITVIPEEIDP
# rCAG RNA binder = binds r(CAG) RNA repeats; r(CAG) RNA repeat, TO-PRO-1 dye displacement fluorescence; inhibition, % at 3 µM; actives 1.3% (n = 370,000);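 active = inhibition above the plate cutoff, the mean of all test compounds on that plate plus 3 SD, cut at about 35% in these data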;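 also: 0% = DMSO alone and 100% = 100 µM mitoxantrone as full dye displacement; higher means more dye released from RNA so lower well fluorescence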
# * = called active by the depositor; x = not tested or not shown. An excerpt; rates above refer to the full screens.
Compound,HTRA1 inh,GC-B act,TDP2 absorb,rCAG RNA binder,MBD2 inh,TCR-CD3 inh,SIAE inh,LEDGF integ inh,PRMT1 inh,mABHD4 FP
Cc1cc(=O)oc(C)c1C(=O)NCc1ccco1,1,1,6,3,-1,3,-3,1,0,11
CC(C)(C)C(=O)N1CCN(c2ncccc2C(F)(F)F)CC1,-1,-4,5,-6,-11,8,1,0,-5,-2
COc1cccc(N2C(=O)C3CCCN3C2c2ccc(Cl)cc2)c1 (stereo unspecified),-16,-18,5,5,1,1,0,2,0,-4
CC(=O)c1sc(N/N=C2\CC3CCC2(C)C3(C)C)nc1C (stereo unspecified),-22,-1,-4,1,-1,-4,-3,-2,8,-3
O=C(Nc1ccccn1)c1cccc(S(=O)(=O)N2CCCc3ccccc32)c1,-25,0,6,3,-1,-4,0,6,-5,-8
CC(=O)c1ccc(N2CCN(C(=O)c3ccc(C(=O)c4ccccc4)cc3)CC2)cc1,2,-2,5,3,0,4,-3,1,-3,4
CCCCNc1nc(C)c(C(C)=O)cc1C#N,4,2,3,-1,0,1,-4,-2,-3,-3
Cc1ccc2c(c1)N(CC(=O)NCCCN1CCN(C)CC1)C(=O)CO2,3,4,8,-3,-6,0,7,1,-1,-3
CN(C)c1ncnc2c1nnn2C1OC(CO)C(O)C1O (stereo unspecified),4,1,5,1,6,6,4,1,6,5
COc1cccc(-c2ccc(SCC(=O)NC3CCCC3)nn2)c1,-7,-2,-3,-9,5,-2,4,-4,1,-6
COc1cccc(NC(=O)CSc2nc3c(sc4ccccc43)c(=O)n2CCN(C)C)c1,-9,-3,-6,0,1,-4,1,-7,68*,-2
Cc1cc(C)nc(NC(=O)c2cnc3sccn3c2=O)n1,6,2,10,1,4,-7,4,2,-1,2
COc1ccc(NC(=O)c2cc3c(=O)n4ccccc4nc3n2C)cc1OC,-6,5,8,0,-2,-2,2,1,-1,8
COC(=O)C1=C(C)N(Cc2ccccc2)C(=NCc2cccc(C(F)(F)F)c2)N[C@H]1c1cccc(F)c1,-35,-12,-10,8,-6,3,-1,1,-1,37*
O=C1OC(CN2CCOCC2)CN1N=Cc1ccc([N+](=O)[O-])o1 (stereo unspecified),3,-1,-3,4,-4,-5,9,4,0,0
CC1=NN(C(=O)CSCc2ccccc2)C(O)(c2ccccc2)C1 (stereo unspecified),4,4,1,-4,0,13,-12,-5,5,2
Cc1ccc(CN(C)c2nc(-c3cccnc3)nc3ccccc23)o1,-3,2,-8,6,-1,2,-1,1,8,3
CC(C)NS(=O)(=O)c1ccc(CCC(=O)NCc2ccc3c(c2)OCO3)cc1,3,2,18,-3,-3,4,-1,-2,-3,-3
Cc1ccccc1C(=O)O,2,-9,10,1,3,8,-7,0,1,2
CC(C)(C)NC(=S)NCc1ccco1,4,2,3,5,-1,4,-4,-2,-2,7
CCCCn1c(=O)[nH]c(=O)c2c1nc(-c1ccc(C)c([N+](=O)[O-])c1)n2CC,2,-3,-6,-2,-1,12,3,1,0,3
Cc1cc(C)n2nc(C(=O)OCC(=O)c3ccccc3)nc2n1,6,-6,3,2,3,2,-3,-2,1,0
Cc1ccc(C(=O)N2CC(C)OC(C)C2)cc1S(=O)(=O)N1CCCCC1 (stereo unspecified),6,-5,0,-2,7,-5,2,-3,3,8
Cc1nn(-c2ccc(F)cc2)c2sc(C(=O)OC3CCOC3=O)cc12 (stereo unspecified),-2,-3,16,7,-5,1,-8,0,-1,-13
COC(=O)c1c(-c2ccc(C)cc2)csc1NC(=O)C1CC=CCC1C(=O)O (stereo unspecified),-7,-7,-2,38*,-1,-4,-2,-1,8,-20
CCOc1ccc(NC(=NCc2ccc3c(c2)OCO3)SC2CC(=O)N(c3ccccc3)C2=O)cc1 (stereo unspecified),0,5,-5,9,0,-4,1,-1,-2,6
FC(F)(F)c1cnc(N2CCCN(C(=S)Nc3ccccc3)CC2)c(Cl)c1,-35,0,5,0,-1,-4,1,-2,2,-11
CNC(=O)COc1ccc(Nc2nnc(-c3ccc(C)c(S(N)(=O)=O)c3)c3ccccc23)cc1,0,0,-5,4,7,-8,4,4,2,-3
Cc1ccc(S(=O)(=O)N2CCCCC2)c(C)c1NS(C)(=O)=O,-1,-1,1,1,-1,6,10,-1,-2,-8
CC(CNC(=O)CCS(=O)(=O)c1ccc2c(c1)NC(=O)CO2)c1ccccc1 (stereo unspecified),-3,0,10,-4,1,11,1,1,1,8
CCn1nnc(NC(=S)NC(=O)c2ccc(-c3cccc(Cl)c3)o2)n1,x,-1,-4,10,0,-1,-3,-1,4,6
Cc1cc(F)ccc1S(=O)(=O)Nc1c(C)n(C)n(-c2ccccc2)c1=O,-6,-3,-3,1,1,-6,3,7,-7,-2
CCOc1ccc(N(C(=O)c2ccc(S(=O)(=O)N3CCCC3)cc2)C2C=CS(=O)(=O)C2)cc1 (stereo unspecified),1,3,-4,-6,3,8,-4,-4,3,-1
CN(C(=O)CSc1nnc(-c2cccc(F)c2)n1N)C1CCS(=O)(=O)C1 (stereo unspecified),-7,8,-2,-3,2,-5,-3,-7,2,1
N#CC(=C=[N-])C1=C(C#N)C(c2ccccc2F)C([n+]2ccccc2)C(O)(C2CC2)N1 (stereo unspecified),-2,5,0,3,-3,0,2,-1,3,16
CN(CC(=O)N/N=C/c1ccc(F)cc1)S(=O)(=O)c1ccccc1,-3,1,8,1,3,-2,2,-2,3,6
Nn1c(SCc2ccc(F)cc2)nnc1-c1ccncc1,x,-2,4,-1,3,9,3,-1,-1,2
COc1ccc(CCNC(=O)COc2ccc(S(=O)(=O)NC3CCCCC3)cc2Cl)cc1OC,-16,-2,-5,-1,2,-6,-9,-8,2,2
C=CCn1c(C)nnc1SCC(=O)NC1CCCCC1,1,3,0,-2,0,8,2,-1,-2,6
Cc1ccc(NC(=O)C2(c3ccccc3)CCOCC2)cc1,-2,-3,7,-1,3,1,0,2,-3,-2
CC(C)=Cc1oc2ccc([N+](=O)[O-])cc2c1N1CCOCC1,4,0,-18,1,2,-6,2,2,-1,4
CCOc1cc(C2C(C#N)=C(N)Oc3n[nH]c(-c4ccccc4)c32)ccc1O (stereo unspecified),-1,-15,0,2,-12,-1,9,0,0,-2
O=C(c1ccco1)N1CCN(S(=O)(=O)c2ccc(S(=O)(=O)NC3CCCC3)cc2)CC1,-5,3,-10,-1,0,1,0,-2,0,4
O=c1[nH]c(-c2ccccc2)cn1C1CCN(Cc2ccc(-c3nc4ccc(Br)cc4nc3-c3ccccc3)cc2)CC1,x,2,2,12,3,-13,-9,-5,2,-18
O=C(OCc1c(-c2ccccc2)ncc2ccccc12)c1ccccc1C(F)(F)F,-5,2,-3,2,5,-2,-8,-4,0,6
CN(C(=O)COC(=O)c1ccc([N+](=O)[O-])cc1Cl)C1CCCCC1,-9,3,-7,-7,-1,6,3,6,1,3
CC(=O)N(C)c1nc(N)n(-c2ccccc2)n1,-1,4,1,-1,0,-1,-3,1,-5,1
Cc1cccn2c(CNCC(C)Oc3cccnc3)c(C(=O)N3CCOCC3)nc12 (stereo unspecified),3,8,16,-1,-6,5,6,1,-4,4
COC(=O)c1c(NC(=O)CN(c2ccc(C)c(C)c2)S(C)(=O)=O)sc2c1CCCC2,-28,2,8,7,-1,-6,-7,-2,-1,-10
COc1ccccc1N(CC(=O)NC1CCCCC1)S(=O)(=O)c1ccccc1,0,6,-15,-9,5,-3,1,-4,4,5
O=S(=O)(c1cc(F)ccc1F)N1CCC2(CC1)OCCN2S(=O)(=O)c1ccccc1,-6,0,4,2,-4,1,-8,2,-4,-6
CS(=O)(=O)c1ccc(C(=O)NCC(c2ccco2)N2CCCCC2)cc1 (stereo unspecified),6,0,3,1,1,-5,4,6,-5,-5
CCOC(=O)C1=C(CS(=O)(=O)c2ccccc2)NC(=O)NC1c1ccccc1 (stereo unspecified),8,-11,-8,-1,-1,1,2,-2,1,-4
CCOC(=O)c1c(C)[nH]c(C(=O)OCC(=O)Nc2sccc2C(N)=O)c1C,-38,-6,0,12,5,6,-54,2,-1,-42
CC[C@]12c3[nH]c4ccccc4c3CCN1C(=O)C(CC(=O)NCC13CC4CC(CC(C4)C1)C3)C[C@@H]2C(=O)N1CCN(C(=O)C2CC2)CC1 (stereo partly specified),0,-1,-1,4,-1,6,-3,2,-1,-2
CCOC(=O)c1ccc(NC(=O)c2nc(S(=O)(=O)Cc3ccccc3)ncc2Cl)cc1,-20,-11,1,2,3,-3,-7,2,6,-3

# In the list so far, two contain a COOH group.
Compound,HTRA1 inh,GC-B act,TDP2 absorb,rCAG RNA binder,MBD2 inh,TCR-CD3 inh,SIAE inh,LEDGF integ inh,PRMT1 inh,mABHD4 FP
Cc1ccccc1C(=O)O,2,-9,10,1,3,8,-7,0,1,2
COC(=O)c1c(-c2ccc(C)cc2)csc1NC(=O)C1CC=CCC1C(=O)O (stereo unspecified),-7,-7,-2,38*,-1,-4,-2,-1,8,-20

# (list continues)
Compound,HTRA1 inh,GC-B act,TDP2 absorb,rCAG RNA binder,MBD2 inh,TCR-CD3 inh,SIAE inh,LEDGF integ inh,PRMT1 inh,mABHD4 FP
c1cncc(CNc2ncnc3ccc(-c4ccc5c(c4)OCO5)cc23)c1,-21,17,0,7,-1,-8,-16,2,1,-4
Cc1nc(NC2CCCC2)c2nnn(Cc3ccccc3)c2n1,x,0,-9,1,-1,x,3,0,-5,-3
CCCCOC(=O)Nc1ccccc1C(=O)N1CCCC1,6,7,-4,-6,2,-4,-6,-2,2,-7
O=C(Nc1cccc(Cl)c1)c1nc[nH]c1C(=O)NCCN(CCNC(=O)c1[nH]cnc1C(=O)Nc1cccc(Cl)c1)CCNC(=O)c1[nH]cnc1C(=O)Nc1cccc(Cl)c1,-2,4,9,4,-3,6,3,-1,-2,3
CCCCNC(=O)OCCCN1CCC2(CCC(c3ccccc3)CC2)C1 (stereo unspecified),x,-2,4,-1,-3,x,1,1,4,-4
Cc1cccc(C2=NN(c3ccccc3)[C@@H](C(=O)N3CCOC3=O)[C@@H]2c2ccc(F)cc2)c1,-3,-7,-4,12,-3,3,5,-1,-1,-1
CCOC(=O)N1CCN(C(=O)CN(c2ccc(OC)cc2)S(C)(=O)=O)CC1,-7,4,-16,-6,-2,10,13,-2,-1,-6
COc1cccc(OC)c1C(=O)Nc1nnc(C(C)C)s1,-3,2,8,2,1,2,-5,1,2,0
O=C(CC1Sc2ncnn2C1=O)Nc1ccccc1 (stereo unspecified),-2,1,-4,3,-4,4,11,4,77*,-4
Cc1nc(CNC(=O)c2cc(COc3ccc(F)cc3Cl)on2)cs1,-9,0,10,-3,-1,-2,-2,-3,1,-2

# Screening data: PubChem BioAssay, several laboratories
